Screening results deposited in PubChem BioAssay by several laboratories.
PPC-1+TRAIL kill = compounds killing PPC-1 cancer cells with TRAIL present (potentiator screen, no TRAIL-free arm). PPC-1 cells + TRAIL, ATPLite viability luminescence. cell killing (% activity), % at 4 µM. 220,000 compounds, 0.41% hits. AID 1443;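 active means cell killing above 50% in the first pass at 4 µM, then a duplicate retest at 5 µM averaging 50% or more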;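 further: plate controls were cells with TRAIL plus DMSO for no effect and medium-only wells lacking cells for full effect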
TRPML3 agonist = human mucolipin-3 channel agonism; Q8TDD5; HEK293 TRPML3-YFP, Fluo-8 calcium fluorescence; 100% = the carbachol control signal; activation, % at 3 µM; 220,000 compounds, 0.29% hits; AID 1448;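 active means activation above its plate's cutoff, the mean activation of the plate's test wells plus 3 SD, cut at about 12% in these data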;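 further: 0% = DMSO only wells and 100% = carbachol wells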
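Material: TRPML3-YFP stable HEK293 cells | Dosing: One concentration, 3 µM nominal, 0.3% DMSO | Timing: 125 s total fluorescence read per well | Technique: Fluo-8 calcium dye fluorescence, ex 470-495, em 515-575 nm | Measure: Percent activation from peak-to-basal fluorescence ratio, scaled between DMSO and carbachol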
NPY Y1 blocker = antagonists of human neuropeptide Y receptor Y1. 200,000 compounds, 1% hits. inhibition, % at 3.6 µM. P25929. HEK293-CNG Y1 cells, membrane potential fluorescence; NPY at EC95, then isoproterenol. AID 1040;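 active means inhibition above the campaign mean inhibition of all tested compounds plus 3 SD, cut at about 20% in these data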;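 further: 0% = DMSO wells given NPY plus isoproterenol and 100% = isoproterenol alone without NPY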
Target sequence (P25929 whole entry, looked up): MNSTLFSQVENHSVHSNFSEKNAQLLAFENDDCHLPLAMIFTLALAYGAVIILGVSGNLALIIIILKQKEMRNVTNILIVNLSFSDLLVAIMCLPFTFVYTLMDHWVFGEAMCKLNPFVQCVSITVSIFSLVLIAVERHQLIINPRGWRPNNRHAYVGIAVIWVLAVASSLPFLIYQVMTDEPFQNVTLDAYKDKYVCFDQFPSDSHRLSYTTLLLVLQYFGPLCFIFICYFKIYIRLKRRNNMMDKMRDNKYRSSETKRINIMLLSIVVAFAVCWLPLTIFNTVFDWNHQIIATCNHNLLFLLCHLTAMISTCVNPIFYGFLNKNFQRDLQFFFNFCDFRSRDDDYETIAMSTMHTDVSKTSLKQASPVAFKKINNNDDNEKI
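Test system: HEK293 cells co-expressing NPY Y1 receptor and cyclic-nucleotide gated channel; Also added: NPY (25 nM), isoproterenol (1 µM), Ro 20-1724 (25 µM); Compound dosing: one concentration, 3.6 µM, in 0.4% DMSO; Timing: dye 3 h, compound 60 min room temperature, stimulation 45 min; Technique: Membrane-potential fluorescent dye readout.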
14-3-3 Bad inh = disrupts binding of bovine 14-3-3 zeta to phospho-Bad peptide | AID 781 | P63103 | 220,000 compounds, 0.71% hits | TR-FRET 14-3-3zeta/Dy647-pBad peptide displacement, 1 h | inhibition, % at 21.7 µM;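 active means inhibition above about 70%, limit read from the data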;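 further: 0% = full 14-3-3 plus peptide FRET controls and 100% = background without 14-3-3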
Target sequence (P63103 whole entry, looked up): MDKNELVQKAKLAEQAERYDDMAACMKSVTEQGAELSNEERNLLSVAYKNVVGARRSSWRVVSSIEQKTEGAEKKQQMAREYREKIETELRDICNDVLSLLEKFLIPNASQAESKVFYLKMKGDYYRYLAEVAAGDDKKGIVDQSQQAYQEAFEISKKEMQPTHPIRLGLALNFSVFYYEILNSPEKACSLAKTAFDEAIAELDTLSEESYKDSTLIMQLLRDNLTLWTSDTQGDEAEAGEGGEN
zfTRPN1 agonist = zebrafish TRPN1 (NompC) channel agonism | HEK293 zebrafish TRPN1-YFP, Fluo-8 calcium fluorescence; 100% = response to 87 µM carbachol | activation, % at 3 µM | 220,000 compounds, 0.18% hits;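 active means activation above its plate's cutoff, the mean activation of test wells on that plate plus 3 SD, cut at about 19% in these data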;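 further: 0% = DMSO alone and 100% = 87 µM carbachol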
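System: zebrafish TRPN1-YFP in HEK293 cells / Dosing: 3 µM single point / Timing: dye loading 1 h at 37 °C, then 30 min room temperature / Signal: Fluo-8 calcium fluorescence, excitation 470-495 nm, emission 515-575 nm / Read-out basis: percent activation from peak over basal fluorescence ratio, control-normalized / Control set: high carbachol 87 µM, low DMSO alone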
NPY1 pot ag = human NPY-Y1 potentiation or agonism, primary screen; NPY-Y1 expressing cells, potentiator/agonist activation; 220,000 compounds, 0.37% hits; activation, % at 3.6 µM; P25929; in the data active means activation above about 33%, passing the limit was not always enough;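 further: cells stimulated with NPY at EC10 then isoproterenol at EC100; 0% = low agonist plus stimulus and 100% = saturating agonist plus stimulus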
EP2 antag = EP2 receptor (human) inhibition | P43116 | inhibition, % at 25 µM | AID 1422 | 260,000 compounds, 0.52% hits | C6 glioma cells expressing human EP2, cAMP TR-FRET; cells stimulated with saturating PGE2;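 active means percent inhibition above 40 after rounding to a whole number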;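 further: rat C6 glioma host cells with rolipram phosphodiesterase inhibitor present; the protocol text gives 20 µM as final concentration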
Target sequence (P43116 whole entry, looked up): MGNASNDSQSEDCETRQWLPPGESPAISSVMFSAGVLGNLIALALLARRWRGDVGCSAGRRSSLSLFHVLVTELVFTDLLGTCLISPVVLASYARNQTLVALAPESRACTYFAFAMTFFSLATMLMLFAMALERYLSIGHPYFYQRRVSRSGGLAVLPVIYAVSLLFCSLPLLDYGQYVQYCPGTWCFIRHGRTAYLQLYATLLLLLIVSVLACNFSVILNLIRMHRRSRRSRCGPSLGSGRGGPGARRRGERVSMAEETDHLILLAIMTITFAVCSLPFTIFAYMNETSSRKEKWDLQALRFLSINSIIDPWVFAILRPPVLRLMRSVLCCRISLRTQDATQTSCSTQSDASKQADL
EP2 mod = modulates human prostaglandin E2 receptor EP2 signaling; EP2-expressing cells, cAMP HTRF FRET, PGE2 co-stimulation; induction, % at 25 µM; 260,000 compounds, 0.83% hits; AID 940;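 active means compounds whose cAMP rise, as percent of the full-agonist control response, exceeds 60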;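 further: rat C6 glioma line stably carrying human EP2 under a CMV promoter; the protocol text gives 20 µM as final concentration; 100% = response of wells given 1 µM PGE2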
CHOP inh = CHOP inhibition in unfolded protein response | inhibition, % at 10 µM | AID 2732 | CHO-K1 CHOP-promoter luciferase, tunicamycin-induced, 15-18 h | 220,000 compounds, 3.8% hits;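 active means compounds that reduced the stress-induced luciferase reporter signal by more than about 70% of percent inhibition, limit read from the data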;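 further: 0% = tunicamycin plus vehicle and 100% = wells without tunicamycin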
* hit, by the source's call; . = no result given; [ ] = remark or other dose. The list is partial; count on the stated rates, not on these rows.

SMILES | PPC-1+TRAIL kill | TRPML3 agonist | NPY Y1 blocker | 14-3-3 Bad inh | zfTRPN1 agonist | NPY1 pot ag | EP2 antag | EP2 mod | CHOP inh
O=C(N/C=C/c1ccc(Cl)cc1)NCc1ccc(Cl)cc1 | 7.5 | 0.4 | 1.3 | 2.5 | 0.7 | -14.4 | 13.9 | -6.1 | -1.6
Cc1cc(C(=O)Nc2sc3c(c2C#N)CCCCC3)cs1 | 16.2 | -0.6 | 4.4 | 3.6[fluorescence artefact?] | -1.1 | -45.3 | 14.3 | -32.9 | 26.1
Cc1ccc(COC(=O)c2nn(-c3ccccc3)nc2N)cc1 | -3.1 | 0.4 | 28.8* | 2.8 | -0.9 | -57.4 | 12.4 | -21.7 | 52.7
C=CCc1c(C)nc(N)[nH]c1=O | 17.5 | 1.4 | -5.5 | -2.1 | -0.8 | -16.9 | 15.4 | 15.2 | 29.7
CC1CC(C)CN(CC(C)(C)NS(=O)(=O)c2ccc(Cl)cc2)C1 (configuration not stated) | 14.7 | 0.4 | 11.5 | -2.9[fluorescence artefact?] | -0.5 | -9.2 | 6.5 | 12.6 | 93.8*
Cc1ncsc1CCOC(=O)c1ccc(N2CCOCC2)c([N+](=O)[O-])c1 | -29.1 | 3.9 | 12.3 | -11.9 | 7.4 | 0.3 | 7.4 | -50.2 | 47.6
O=C(O)CCC(=O)NNC(=O)COc1ccc2ccccc2c1Br | 15.3 | 1.2 | 5.2 | -5.5 | 0.8 | 0.5 | 11.6 | 12.4 | 13.6
O=C(Cn1cnc2ccccc21)N/N=C/c1ccccc1[N+](=O)[O-] | 26.0 | 0.2 | 2.8 | 12.8 | -0.3 | 7.0 | 6.4 | -14.2 | -0.2
CCN1CCCCC(=N/O)/C(=N/O)CCCC1 | -10.3 | 0.7 | . | 2.5 | 1.8 | 5.5 | 3.8 | -11.2 | 0.4
COc1cc(/C=C2\CCc3ccccc3C2=O)cc(OC)c1OC | 7.1 | -0.8 | 6.4 | 13.2 | -0.6 | -11.0 | 10.9 | 23.0 | 1.4
C/C(CCc1ccco1)=N/NC(=O)CCC(=O)Nc1ccc(Br)cc1 | 6.0 | 0.7 | -3.8 | -17.5 | 2.4 | 4.5 | 2.1 | -8.0 | 44.6
CCOC(=O)NC(=O)/C(C#N)=C\Nc1sccc1C(=O)OC | 6.5 | 18.3* | 3.1 | -1.7 | 22.0* | 2.6 | 9.1 | -3.9 | -0.7
O=C(O)c1cc(-n2cccc2)ccc1N1CCOCC1 | 5.2 | -0.1 | . | -3.6 | 0.2 | 10.5 | 13.6 | 23.6 | 19.7
O=C(Nc1cccc2ccccc12)OCc1cncs1 | -2.9 | -0.4 | 1.3 | 1.4 | -1.0 | -9.6 | 7.2 | -48.5 | -8.5
CCC/C(O)=C1\C(=O)CCCC1=NCCc1c(C)[nH]c2ccccc12 | 9.1 | 0.5 | . | -1.8 | 1.9 | 0.1 | 12.7 | -7.1 | 23.6
O=C(OCC(=O)N1CCCc2ccccc21)c1cncc(Br)c1 | 19.9 | -0.5 | -5.8 | -2.4 | 1.4 | -11.1 | 9.9 | -4.3 | 11.7
CC1CCN(C(=O)C2CCCN(S(C)(=O)=O)C2)CC1 (configuration not stated) | 22.4 | -0.2 | -2.4 | 14.8 | -0.2 | 10.7 | 11.9 | 19.7 | 2.0
CCOC(=O)C(CCSC)NC(=O)CN (configuration not stated) | -14.1 | 0.8 | 0.5 | 1.6 | 0.5 | 4.6 | 3.8 | -17.1 | 1.2
Nc1cc(C(F)(F)F)ccc1C(=O)O | -8.8 | 0.5 | 10.5 | 6.0 | 0.7 | -0.5 | 19.0 | 17.9 | -33.4
COc1cc(/C=N\NC(=O)CN2CCOCC2)ccc1OCC(=O)Nc1ccc(C)c(C)c1 | 6.2 | -0.1 | -1.2 | 11.5 | 2.0 | -8.0 | 16.9 | -8.7 | 27.6
COc1ccc(/C=N/Nc2nc(-c3ccc(Cl)cc3)cc(C(F)(F)F)n2)c(OC)c1 | 18.8 | 0.9 | 4.1 | -9.7[fluorescence artefact?] | 0.2 | 10.3 | 6.8 | 11.6 | 53.7
CC(C)(C)c1ccc(-c2ncccc2O)cc1 | 15.0 | -0.6 | 2.8 | -15.4 | -0.9 | 8.3 | 5.8 | -27.6 | 8.6
CCOC(=O)c1oc2ccc(S(=O)(=O)n3nc(-c4cc(OC)c(OC)c(OC)c4)cc3N)cc2c1C | 14.2 | -1.3 | -7.2 | -0.2 | -1.5 | -8.7 | 6.5 | -81.4 | 10.7
CC(C)(C)c1ccc(S(=O)(=O)N2CCCCC2C(=O)NCc2ccccn2)cc1 (configuration not stated) | 21.3 | . | . | 5.8 | . | . | 4.1 | 4.6 | 32.5
COC(=O)C1CSC(C(=O)OC)N1C(=O)Nc1ccc(Cl)c(Cl)c1 (configuration not stated) | -19.1 | 0.1 | -2.1 | . | 0.0 | -10.9 | 9.0 | -7.7 | 26.6
SMILES | PPC-1+TRAIL kill | TRPML3 agonist | NPY Y1 blocker | 14-3-3 Bad inh | zfTRPN1 agonist | NPY1 pot ag | EP2 antag | EP2 mod | CHOP inh
Cc1ccc2c(c1)NC(=O)C(CC(=O)NCCN(C)C)O2 (configuration not stated) | -2.2 | 0.8 | 5.2 | 4.3 | 0.3 | 6.5 | 6.2 | 17.3 | 37.7
CCSc1nc(-c2cccnc2)ccc1C#N | 6.6 | 0.9 | 4.0 | -12.8[fluorescence artefact?] | -0.2 | -10.1 | 10.4 | 16.3 | 28.9
CCCCc1c(O)cc(C)[nH]c1=O | 20.4 | 0.9 | . | -3.5 | 0.5 | -1.2 | 7.9 | -15.4 | 17.5
CCOc1nnc(C)c2c(C)n(-c3cccc(Cl)c3)nc12 | 21.6 | 0.1 | 2.4 | -12.2[fluorescence artefact?] | -1.3 | 14.2 | 10.8 | -25.3 | 16.6
CC(=O)Nc1ccc(C(=O)N/N=C/c2cccnc2)cc1 | 22.3 | 0.6 | 9.3 | -6.0[fluorescence artefact?] | 0.2 | -10.6 | 13.4 | 30.6 | 18.1
Cn1c(SCC(=O)c2ccc3c(c2)OCO3)nnc1-c1ccccn1 | 24.6 | 0.6 | 1.8 | 7.4 | -0.7 | 0.2 | 16.7 | 10.6 | 0.7
CC(C)n1nnnc1SCC(=O)Nc1ccccc1N1CCOCC1 | 3.2 | . | . | -1.5 | . | . | 11.1 | 4.9 | 24.3
Cc1ccc(C(=O)NCCc2sc(C)nc2C)cc1 | 19.9 | 0.4 | 6.9 | -0.6[fluorescence artefact?] | -0.1 | -13.3 | 4.8 | 3.2 | 9.2
COc1ccc(C2CC(c3ccccc3)=NN2C(=O)COC(=O)c2nc3nccc(C)n3n2)cc1 (configuration not stated) | -4.9 | 0.5 | -5.1 | -11.3 | 1.2 | 7.2 | 5.2 | 12.4 | 1.2
O=C(NCc1cccnc1)/C(=C/c1ccc(-c2cccc(C(F)(F)F)c2)o1)NC(=O)c1ccccc1 | -1.9 | -0.9 | 9.2 | 0.3 | 0.1 | -30.2 | . | 37.5 | 38.2
O=C(c1ccccc1F)N1CCN(c2ccc([N+](=O)[O-])c3cccnc23)CC1 | -3.1 | 1.0 | -3.1 | -7.5 | 4.9 | 5.0 | 5.7 | -47.9 | 24.2
CC(C(=O)O)n1c(C(F)(F)F)nc2ccccc21 (configuration not stated) | 9.9 | 0.8 | 4.4 | 7.7[fluorescence artefact?] | 2.4 | 22.3 | 9.2 | 19.2 | 13.9
COc1ccc(-c2cnc3ncnn3c2N)cc1 | 0.1 | 0.5 | -4.9 | 7.8 | 2.8 | -4.3 | 7.4 | 2.2 | 6.7
CCCOC(=O)c1ccc(NC(=O)Oc2ccccc2)cc1 | 34.9 | -0.2 | 2.0 | 2.7 | -0.3 | 23.1 | 7.5 | -6.2 | 16.0
CN(C)c1ccc(C=C2C(=O)OC(C)(C)OC2=O)cc1 | 8.0 | 0.8 | 5.7 | -11.5 | -0.3 | -17.5 | 6.6 | -48.6 | 3.5
COc1cc(Nc2cc(C)nc3nc(C)nn23)cc(OC)c1OC | 18.4 | -0.3 | 8.0 | -0.9 | 1.1 | -9.8 | 3.9 | -5.2 | -4.4
COc1ccc(C(=O)/C=C/C(=O)N(CC(=O)NC2CCCCC2)Cc2ccccc2)c(O)c1 | -12.6 | 0.1 | 0.5 | 1.0 | -1.2 | 0.7 | 18.6 | -80.2 | 107.6*
CCCc1nc2ccccc2c2nc(N)nn12 | 17.0 | 1.0 | -0.4 | -2.3[fluorescence artefact?] | -0.7 | -22.3 | 13.6 | -1.2 | 34.3
C=CCn1c(Cc2ccc(OCC)cc2)nnc1SCC(N)=O | -0.2 | -0.6 | -2.0 | 19.4 | 1.2 | -3.3 | 4.3 | 12.8 | 18.7
Cc1ccc(S(=O)(=O)N2CCN(C(=O)c3c(C)nn(-c4ccccc4)c3Cl)CC2)cc1 | 15.4 | 0.2 | -1.0 | 8.5 | 0.6 | -3.5 | 11.3 | 19.2 | 34.7
Cc1ccc(C(=O)NCCc2ccccn2)cc1S(=O)(=O)N1CCOCC1 | 4.5 | 0.7 | . | -5.7 | 1.8 | 15.5 | 7.8 | -4.1 | 6.8
CC(C)NC(=O)C1CCN(C(=O)c2ccc(-c3ccccc3)cc2)CC1 | 26.9 | 0.9 | 8.6 | 1.1[fluorescence artefact?] | -0.8 | 14.0 | 14.8 | -2.3 | 25.2
CC(C)c1nc2ccc(C(=O)O)cc2[nH]1 | 4.6 | 0.7 | -1.3 | 22.0[fluorescence artefact?] | -0.6 | -34.1 | 4.0 | 2.8 | -22.2
O=C(NCCCN=C1NS(=O)(=O)c2ccccc21)c1ccc(S(=O)(=O)N2CCOCC2)cc1 | 5.3 | 0.1 | -0.5 | -8.9[fluorescence artefact?] | 0.0 | 11.3 | 7.2 | 23.1 | -10.2
COc1ccc(/C=N/NC(=O)CN(c2ccc(OC)cc2)S(=O)(=O)c2ccccc2)cc1 | -3.6 | 0.0 | 8.8 | -4.1 | -0.3 | -5.5 | 8.3 | 17.4 | 20.0
Cc1sc(NC(=O)c2ccco2)c(CN2CCC(C)CC2)c1C | 6.2 | 0.1 | 5.4 | -2.1 | -0.4 | -0.4 | 5.6 | 28.3 | 31.1
CC(C)(C)C1CCc2c(sc(NC(=O)c3cccs3)c2C(N)=O)C1 (configuration not stated) | 24.4 | 0.6 | 9.8 | -12.4 | 0.9 | -12.3 | 9.2 | 13.6 | 0.7
O=C(NNc1cccc(Cl)c1)c1cccnc1Oc1ccccc1 | 4.9 | -0.3 | . | -2.8 | -1.3 | 7.0 | 12.0 | -47.9 | 1.2
CCN(CC)c1ccc(C=C2C(=O)OC(c3ccccc3)OC2=O)cc1 (configuration not stated) | . | 0.9 | 3.1 | -13.5 | 0.2 | 11.1 | 13.1 | -40.5 | -15.7
